DDE Tn6 FP inh – disrupts Tn6 cyclic peptide binding to fibrin D-Dimer-E complex. P02675. Fibrin DD(E) TRITC-Tn6 fluorescence polarization displacement. inhibition, % at 8.3 µM. hit rate 0.21% among 370,000;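 active = inhibition above a per-campaign cutoff: mean of compounds within control limits plus 3 SD, cut at about 15% in these data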;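 also: 0% = median of all compound wells on the plate and 100% = blocking peptide control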
Target sequence (P02675 whole entry, looked up): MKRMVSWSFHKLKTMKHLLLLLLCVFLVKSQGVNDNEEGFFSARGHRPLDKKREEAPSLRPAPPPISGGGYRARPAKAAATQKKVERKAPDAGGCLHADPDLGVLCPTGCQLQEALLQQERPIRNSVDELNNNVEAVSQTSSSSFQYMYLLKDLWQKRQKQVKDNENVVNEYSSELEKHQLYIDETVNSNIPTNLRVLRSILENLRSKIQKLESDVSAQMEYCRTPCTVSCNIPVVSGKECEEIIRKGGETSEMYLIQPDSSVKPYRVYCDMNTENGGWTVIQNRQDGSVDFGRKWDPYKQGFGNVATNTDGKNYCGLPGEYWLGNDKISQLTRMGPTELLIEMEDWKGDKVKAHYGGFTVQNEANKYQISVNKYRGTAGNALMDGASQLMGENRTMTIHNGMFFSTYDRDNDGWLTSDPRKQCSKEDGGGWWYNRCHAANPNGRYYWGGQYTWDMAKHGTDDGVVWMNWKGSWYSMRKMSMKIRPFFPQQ
LEDGF integ inh – blocks HIV-1 LEDGF/p75-dependent DNA integration; hit rate 0.64% among 370,000; inhibition, % at 3.7 µM; AID 743269; TR-FRET IN-LEDGF/p75 DNA integration, Eu/Cy5;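 active = inhibition above the screen-wide mean plus 3 SD, cut at about 13% in these data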;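 also: signal is the Cy5 over europium emission ratio at 671 and 618 nm; 0% = plate median of compound wells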
DDE Tn7 FP inh – inhibitors of Tn7 peptide binding to human fibrin DD(E) | P02675 | FP displacement of FITC-Tn7 peptide from fibrin DD(E); 0% = median of compound wells per plate | inhibition, % at 8.3 µM | hit rate 0.13% among 370,000 | AID 720508;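 active = inhibition above the mean of compounds falling within the control limits plus 3 SD of them, cut at about 14% in these data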;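 also: 0% = plate median of compound wells and 100% = 10 µM Aha-Tn7 peptide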
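Assay system: Fibrin-DD(E) protein isolated from polymerized human fibrin clots; read-out basis: percent inhibition; medium: Tris/NaCl/CaCl2 buffer, pH 7.8; signal: FP measurement; incubation: 10 min plus 3 h, room temperature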
TDP2 inh – TDP2 (human) inhibition, absorbance primary screen; O95551; inhibition, % at 12.8 µM; recombinant TDP2, T5PNP hydrolysis, p-nitrophenol absorbance 415 nm; hit rate 0.34% among 370,000;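 active = inhibition above the mean of all tested compounds plus 3 SD, set per campaign, cut at about 25% in these data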;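 also: 0% = DMSO with enzyme and 100% = buffer with substrate but no TDP2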
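System – recombinant human TDP2 · Amount – 120 nM TDP2 per well · Buffer or medium – Mg2+-containing Tris-HCl buffer, pH 7.5 · Reagent – T5PNP substrate, 5 mM · Dosing – 12.8 µM single point, 1% DMSO · Incubation – 2 h at 37 °C · Measured by – epi absorbance · Read-out basis – percent inhibition · Benchmarks – high control without enzyme, low control DMSO plus TDP2 · Repeats – singlicate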
PLC-gamma1 inh – inhibitors of human phospholipase C gamma1; purified PLC-gamma1, fluorogenic substrate, fluorescence; inhibition, % at 12.2 µM; hit rate 0.84% among 370,000; in the data active = inhibition above about 9.5%
ADAM17 inh – inhibitors of human ADAM17; recombinant ADAM17, EDANS/DABCYL FRET peptide cleavage; P78536; hit rate 0.83% among 370,000; inhibition, % at 6.95 µM;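 active = inhibition above the mean of compounds lying between control limits plus 3 SD, set per campaign, cut at about 8.5% in these data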;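 also: 0% = DMSO-only wells as the low control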
Target sequence (P78536 215-824 limits assumed): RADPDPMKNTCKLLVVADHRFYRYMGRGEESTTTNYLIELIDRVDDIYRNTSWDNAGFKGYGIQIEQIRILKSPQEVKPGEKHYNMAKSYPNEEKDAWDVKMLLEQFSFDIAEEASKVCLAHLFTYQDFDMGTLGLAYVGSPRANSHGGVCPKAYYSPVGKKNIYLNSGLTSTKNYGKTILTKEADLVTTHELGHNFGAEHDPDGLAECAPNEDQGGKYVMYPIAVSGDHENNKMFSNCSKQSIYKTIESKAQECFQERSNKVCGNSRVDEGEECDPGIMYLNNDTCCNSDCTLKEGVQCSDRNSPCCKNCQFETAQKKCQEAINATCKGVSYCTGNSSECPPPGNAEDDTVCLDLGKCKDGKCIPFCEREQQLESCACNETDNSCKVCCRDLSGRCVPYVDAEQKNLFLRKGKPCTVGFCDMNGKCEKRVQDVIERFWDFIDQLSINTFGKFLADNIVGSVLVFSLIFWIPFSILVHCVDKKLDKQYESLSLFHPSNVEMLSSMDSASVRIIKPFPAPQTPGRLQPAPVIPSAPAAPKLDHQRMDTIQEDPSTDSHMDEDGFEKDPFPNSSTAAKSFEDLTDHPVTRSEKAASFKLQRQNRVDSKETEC
ADAM10 inh – ADAM10 inhibition, QFRET primary screen. O14672. recombinant ADAM10, EDANS/DABCYL FRET peptide cleavage, 3 h. inhibition, % at 7 µM. hit rate 0.62% among 370,000;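 active = inhibition above a per-campaign cutoff equal to the mean of compounds falling between control-based bounds plus 3 SD, cut at about 20% in these data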;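 also: 0% = DMSO wells while the 100% control is not disclosed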
KLK7 zymogen act – activators of human kallikrein-7 zymogen. purified proKLK7, EDANS-DABCYL substrate fluorescence; 100% is mature enzyme control, 0% vehicle. activation, % at 7 µM. hit rate 0.9% among 370,000;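 active = activation above the mean of all tested compounds plus 3 SD, computed per campaign excluding outliers beyond control limits, cut at about 13% in these data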
ASAP1 inh – ASAP1 ArfGAP inhibition; AID 624377; hit rate 0.19% among 360,000; Q9ULH1; inhibition, % at 16.5 µM; ASAP1-stimulated ARF1 GTP hydrolysis, GDP FP detection; in the data active = inhibition above about 25%;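 also: 0% = vehicle with enzyme and substrate and 100% = no enzyme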
ARFGAP1 inh – inhibits rat ARF GTPase activating protein 1. Arfgap1-stimulated ARF1 GTP hydrolysis, GDP FP detection. Q62848. inhibition, % at 16.5 µM. hit rate 0.26% among 360,000;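 active = inhibition above a per-plate limit, mean inhibition of low control wells plus 3 SD, cut at about 25% in these data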;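 also: 0% = DMSO wells with enzyme and 100% = wells lacking Arfgap1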
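Material: truncated rat Arfgap1 GAP domain; Incubation: compound-enzyme preincubation 20 min, reaction 120 min, detection 60 min, 25 °C; Read-out: percent inhibition of Arfgap1-stimulated GTP hydrolysis; Technique: FP, GDP Alexa 633 tracer displaced from anti-GDP antibody, 620/688 nm; Controls: No-Arfgap1 wells (100%) versus DMSO full-reaction wells (0%); Replication: single well per compound.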
* hit, by the source's call; i = inactive; / = no result given.

SMILES	DDE Tn6 FP inh	LEDGF integ inh	DDE Tn7 FP inh	TDP2 inh	PLC-gamma1 inh	ADAM17 inh	ADAM10 inh	KLK7 zymogen act	ASAP1 inh	ARFGAP1 inh
COc1cc(NS(=O)(=O)c2ccc(NC(=O)c3cccnc3)cc2)ncn1	-4.8	0.9	-0.1	-3.2	2.7	-3.4	9.4	0.6	-5.2	-4.8
CCOCCOC(=O)CCSc1n[nH]c(=O)[nH]c1=O	-0.6	-0.1	1.2	-8.6	1.1	-4.4	-5.1	0.6	-1.9	-3.0
Cc1cc(-c2ccccc2C(=O)O)on1	-1.8	-3.8	4.6	2.1	-1.3	-2.5	-5.8	0.3	-10.8	-11.8
Cc1cccc(-n2ncc3c(N4CC(C)CC(C)C4)ncnc32)c1 (configuration not stated)	-9.6	-1.0	4.2	-10.3	3.7	-8.5	-21.2	0.2	0.8	3.9
O=C(C[n+]1cccc(Br)c1)c1cccs1	8.7	-4.3	6.7	10.2	-4.5	-4.4	-4.4	-0.3	4.1	-9.1
COc1cccc(/C=C/C(=O)NNC(=O)c2ccco2)c1OC	-6.8	0.8	-0.2	12.2	-23.0	-2.8	-10.8	0.9	-11.6	5.8
CC1CC(C)CN(S(=O)(=O)c2ccc3c(c2)oc(=O)n3CC(=O)NCCCOC(C)C)C1 (configuration not stated)	-1.8	1.5	-5.1	-7.8	0.2	2.1	5.9	0.5	-1.9	-11.1
COc1ccc(NC(=O)CN(C)CC(=O)NCC2CCCCC2)cc1	-2.5	1.6	-1.6	-3.9	4.4	7.0	-7.3	0.1	10.6	20.2
CNC(=O)C1CCC(=O)N1Cc1ccccc1Cl (configuration not stated)	-2.0	-0.9	7.9	-6.3	0.6	-3.2	-4.8	0.3	-0.5	-6.6
CC(N)c1csc(Nc2ncccn2)n1 (configuration not stated)	7.4	-5.6	-0.2	7.5	1.0	-2.5	-13.2	0.1	-22.4	-2.1
Cc1ccc(N2C(=O)NC(NC(=O)C3CC3)(C(F)(F)F)C2=O)cc1 (configuration not stated)	3.4	-2.2	-1.2	-3.1	0.2	-1.5	1.6	-0.3	2.3	-1.3
CC12CC3CC(C)(C1)CC(C(=O)Nc1nncs1)(C3)C2	-3.2	-0.7	-2.3	-1.4	-0.2	-0.8	0.8	0.0	0.4	-7.3
CCC(C)NC(=O)COC(=O)c1ccccc1OCC(=O)Nc1ccc(Br)cc1 (configuration not stated)	6.5	0.5	-1.1	11.8	0.1	0.5	2.7	0.1	-10.5	4.9
O=C(Cc1cccs1)NC(Cc1c[nH]c2ccccc12)C(=O)O (configuration not stated)	3.8	4.0	-2.4	0.0	-3.6	-2.2	3.2	-0.6	10.2	-1.6
COCCNC(=O)c1onc(CSc2ccccc2F)c1C(=O)O	-1.4	-2.7	-6.9	-3.2	2.3	-0.3	-0.8	0.1	0.0	-6.5
COC(=O)Nc1ncc(CN2CCc3ccccc3C2)s1	-0.5	0.1	4.5	3.1	0.3	-3.6	-1.9	-0.2	-14.5	2.8
CC(=O)N1CCN(C(=O)CCc2nc3ccccc3c(=O)[nH]2)CC1	2.0	-2.7	-3.1	6.0	-0.5	-2.7	-3.8	0.0	-0.4	9.2
Cc1ccc(NC(=O)c2cc(N3C(=O)C=CC3=O)ccc2N2CCOCC2)cc1Cl	-11.4	1.1	-5.0	-15.8	-110.6	-0.1	15.1	-0.1	13.5	-4.3
Cc1ccc(Cl)cc1NS(=O)(=O)Cc1ccccc1	2.1	-2.9	-0.4	16.5	1.5	-3.3	5.1	0.1	-6.6	1.4
CCOc1ccc(-c2nnc(NC(=O)C3CCCC3)o2)cc1	-1.4	-2.9	-0.1	-6.8	1.7	-3.0	-4.7	-0.1	-3.4	-5.1
CCOc1cc(N2CCOCC2)c(OCC)cc1NC(=O)COC(=O)CCOc1cc(C)ccc1C	-1.8	-0.6	-1.7	4.7	3.9	0.1	2.5	-0.4	-12.9	9.2
Cc1ccc(C(=O)NCc2ccc(F)cc2)s1	-6.6	1.2	8.2	7.0	1.1	-1.8	0.3	0.6	-6.4	4.1
C(=N\Nc1nc(-c2cccnc2)nc2ccccc12)/c1ccccc1	6.2	-1.5	1.1	-4.1	-11.9	-1.2	2.7	-1.0	1.9	9.5
Cc1ccc(Sc2ccc(C(=O)N3CCOCC3)cc2[N+](=O)[O-])cc1	-2.5	-2.7	2.2	-8.7	0.7	-4.8	-4.8	0.0	3.9	9.1

Looked up above:
For KLK7 zymogen act, `C(=N\Nc1nc(-c2cccnc2)nc2ccccc12)/c1ccccc1` is listed with -1.0
For KLK7 zymogen act, `COCCNC(=O)c1onc(CSc2ccccc2F)c1C(=O)O` is listed with 0.1

(list continues)
SMILES	DDE Tn6 FP inh	LEDGF integ inh	DDE Tn7 FP inh	TDP2 inh	PLC-gamma1 inh	ADAM17 inh	ADAM10 inh	KLK7 zymogen act	ASAP1 inh	ARFGAP1 inh
COc1cccc(NC(=S)N2CCCC2c2ccc(OC)c(OC)c2)c1 (configuration not stated)	-2.6	1.1	0.3	-21.2	11.3*	2.8	6.5	-0.5	5.3	7.6
C#CCN1CC(N2CCN(CCO)CC2)CS1(=O)=O (configuration not stated)	8.1	1.8	1.1	-7.8	1.2	-1.2	-4.5	0.7	/	/
c1ccc2c3c([nH]c2c1)CCNC3	2.4	-1.4	8.9	-6.6	-16.6	-10.3	-19.4	1.5	-16.9	-18.2
COC(=O)c1cc2ccsc2n1CC(=O)N1CCCc2ccccc21	-8.3	-0.5	0.4	-10.8	0.5	0.9	4.5	0.7	10.8	5.0
O=c1cc(CSc2nnnn2-c2ccccc2)nc(Nc2ccc(F)cc2)[nH]1	-1.8	-4.3	2.6	-8.5	0.8	2.2	5.1	0.1	0.5	12.2
C#CCN(C[C@@H]1[C@@H](OC(=O)NCc2ccc(OC)c(OC)c2)[C@@H](OC(=O)NCc2ccc(OC)c(OC)c2)Cn2c(=O)n(CCCCCC)c(=O)n21)S(=O)(=O)c1ccc(C)cc1	1.1	-1.6	5.6	5.9	0.0	8.6	21.2*	0.9	2.4	-1.6
CC(C)(C)c1cnnn1-c1ccc(-c2csc(N)n2)cc1	3.2	-0.5	-0.7	8.1	-5.2	-2.6	-8.4	-0.3	-10.3	-3.0
CCC(/C=C1\Sc2ccc(OC)cc2N1CCO)=C\c1sc2ccc(OC)cc2[n+]1CCO	-4.6	-3.0	1.1	4.0	-0.2	0.9	0.1	0.1	31.9*	41.8*
COc1cc(OC)c(OC)cc1/C=C/C(=O)c1ccc(NS(=O)(=O)c2ccc(C)cc2)cc1	-4.1	0.5	-4.2	-11.6	-291.2	8.0	18.3	-0.3	13.6	8.6
CCOC(=O)C1(C)CCCN1C(=O)c1ccc(OC)c(OC)c1 (configuration not stated)	-6.4	-3.1	2.7	-2.8	0.1	-6.0	-8.5	-0.6	-13.8	1.2
CCOC(=O)c1cnn(C)c1NC(=O)c1ccc([N+](=O)[O-])cc1	-5.2	-10.6	3.7	-2.3	0.6	-4.2	-1.4	-0.2	-2.0	-12.5
Cc1ccc(/C=C(\NC(=O)c2ccccc2)C(=O)NC2CCN(Cc3ccccc3)CC2)o1	-4.3	3.3	-7.3	1.5	-4.9	-8.3	-19.7	0.5	9.7	-7.2
Cc1nccn1CC(=O)N/N=C/c1cc(Br)cs1	3.2	-1.9	-1.9	8.2	1.1	-4.1	-4.5	-0.5	9.2	5.0
COc1ccc(/C=N/NC(=O)c2cccc(Br)c2)cc1Cn1cc(Cl)cn1	3.7	-0.4	1.1	-7.8	3.4	2.5	10.4	0.0	7.8	10.5
O=[N+]([O-])c1cccc(C=NNc2ccc3ccccc3n2)c1O	-2.6	2.5	7.7	6.8	1.0	-5.4	-9.0	0.5	2.1	2.2
CC(=O)Nc1ccc2nc(NC(=O)CS(=O)(=O)c3ccccc3)sc2c1	-7.2	1.7	-4.3	-8.2	-9.9	-1.6	-1.4	-0.1	9.3	9.2
CCn1c(=O)n(CC(=O)Nc2cccc(OC)c2)c(=O)c2ccccc21	8.2	1.3	-1.9	0.0	0.0	-0.2	-4.2	-0.4	-25.9	-3.4
NS(=O)(=O)c1ccc(CCNC(=O)C2CCCO2)cc1 (configuration not stated)	-2.1	1.1	-2.4	6.7	5.8	1.9	-4.0	0.3	-4.2	-5.7
COC(=O)c1sc(-c2ccccc2)cc1NC(=O)c1ccc(OC)cc1	6.5	-7.9	10.1	0.4	-0.9	-2.6	-1.1	-0.5	-0.6	-5.3
COc1ccc(NC(=O)N2CCN(S(C)(=O)=O)CC2)cc1OC	-1.7	-2.2	3.6	9.1	-2.0	-0.6	6.7	0.4	-17.3	-4.0
CC(=O)N1CC2(NC(=O)c3ccccc3N2)c2ccccc21 (configuration not stated)	2.4	0.6	-5.3	-1.0	-333.3	-434.8	i	19.1*	-10.2	3.7
O=C(c1cccc(F)c1F)N1CCCC1	-2.1	5.7	-0.4	-11.6	3.0	-0.6	-7.2	0.2	8.3	10.9
COC(=O)C1=C(C)NC(=O)NC1c1ccc(-c2ccc(Cl)cc2)o1 (configuration not stated)	-4.0	1.7	1.1	10.3	-5.8	-1.5	-6.0	0.0	-0.9	-3.9
COc1ccc(CNC(=O)c2ccc(C(C)(C)C)cc2)cc1	-3.5	1.0	-7.2	-2.5	2.2	1.3	6.5	0.1	-3.9	2.3
CCOC(=O)c1ccc(NC(=O)C2(N3C(=O)c4ccccc4C3=O)CCCC2)cc1	7.4	1.2	-1.0	-9.4	-1.8	1.0	5.9	1.4	-9.0	0.5
Cc1ccc2c(c1)-c1c(cnn1CC(=O)Nc1ccccc1N1CCN(C)CC1)CO2	5.7	-1.8	-0.8	-3.8	0.7	-0.9	-16.3	-0.4	-0.6	1.6
N#CCC(=O)Nc1ccc(C(=O)Nc2cccc(S(=O)(=O)N3CCCC3)c2)cc1	1.9	0.9	-4.0	1.7	-15.4	1.1	-2.0	-0.1	-14.4	4.0
Cc1ccc(Cl)cc1N1CCN(C(=O)C2(S(=O)(=O)c3ccc(Cl)cc3)CC2)CC1	-3.3	-0.6	0.7	2.3	-0.9	-2.9	-1.8	0.1	-11.6	-3.3
CN(CCOc1ccc(Cl)cc1)C(=O)CNS(=O)(=O)c1ccc(N(C)C)c([N+](=O)[O-])c1	-2.5	-1.6	-2.2	-4.4	2.5	-2.6	-5.1	-0.5	0.2	3.6
Cc1cc2cc(CNC(=O)c3ccc(Br)o3)ccc2n1C	14.6	3.8	-1.5	6.7	-24.4	-4.7	-7.3	-1.2	0.2	0.3

Screens as filed in PubChem.
